# Fam108B inh = mouse Fam108B serine hydrolase inhibitors, primary screen, counter-screen for RBBP9 inhibitor project, biochemical, fluorescence polarization | recombinant Fam108B, FP-Rh probe fluorescence polarization | inhibition, % at 9.51 µM | 0.33% of 300,000 active;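 active = inhibition above the screen mean inhibition plus 3 SD, computed separately per campaign, cut at about 18% in these data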;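 note: inhibitors lower polarization as less probe binds the enzyme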
# PAD4 FP inh = human PAD4 inhibitors, primary screen, biochemical, fluorescence polarization, 1536-well format; Protein-arginine deiminase type-4 (Homo sapiens), Q9UM07; recombinant PAD4, RCA probe fluorescence polarization; inhibition, % at 6.36 µM; 0.41% of 330,000 active;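 active = percent inhibition above a cutoff equal to the mean of all tested compounds plus 3 SD, cut at about 15% in these data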;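 note: 0% = PAD4 with RCA probe and DMSO and 100% = probe without PAD4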
# Bcl-xL primary = inhibitors of human Bcl-xL, primary screen, biochemical, fluorescence polarization, HTS; Bcl-2-like protein 1 (Homo sapiens), Q07817; GST-Bcl-xL / FITC-Bim BH3 peptide fluorescence polarization; inhibition, % at 10.9 µM; 0.7% of 320,000 active; AID 2129, 2009;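 active = inhibition above the mean of all tested compounds plus 3 SD, cutoff set per campaign, cut at about 30% in these data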;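 note: 0% = DMSO wells and 100% = unlabeled Bim-BH3 peptide competitor; inhibitors lower millipolarization by displacing the labeled peptide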
# Target sequence (Q07817 whole entry, looked up): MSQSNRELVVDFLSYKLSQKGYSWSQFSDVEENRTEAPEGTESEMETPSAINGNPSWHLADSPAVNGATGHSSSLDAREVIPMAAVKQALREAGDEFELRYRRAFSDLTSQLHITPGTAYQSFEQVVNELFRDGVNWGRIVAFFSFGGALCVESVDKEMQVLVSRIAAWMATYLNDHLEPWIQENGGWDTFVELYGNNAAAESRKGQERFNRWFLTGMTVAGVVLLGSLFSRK
# GLD-1 RNA inh = GLD-1/TGE RNA complex disruptors, primary screen, biochemical, fluorescence polarization. Female germline-specific tumor suppressor gld-1 (Caenorhabditis elegans), Q17339. purified GLD-1 + fluorescein TGE RNA. inhibition, % at 5.96 µM. 0.44% of 320,000 active;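 active = percent inhibition above a per-plate cutoff, the plate mean of test compounds plus 3 SD, cut at about 30% in these data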;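 note: 0% = DMSO wells with GLD-1 and probe and 100% = wells lacking GLD-1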
# PME-1 inh = PME-1 inhibitors via competitive probe labeling, primary screen, biochemical, fluorescence polarization, FP-Rh probe, HTS; inhibition, % at 5.9 µM; AID 2130, 2009; Protein phosphatase methylesterase 1 (Homo sapiens), Q9Y570; recombinant PME-1; 0.53% of 320,000 active;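 active = inhibition above the campaign mean of all compounds plus 3 SD, cut at about 26% in these data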;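 note: competitive labeling of PME-1 active site by serine hydrolase directed probe; 0% = PME-1 with DMSO and 100% = wells lacking PME-1 enzyme; inhibitors block probe labeling so polarization falls and inhibition rises; many of its hits are not listed in these tables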
# Target sequence (Q9Y570 whole entry, looked up): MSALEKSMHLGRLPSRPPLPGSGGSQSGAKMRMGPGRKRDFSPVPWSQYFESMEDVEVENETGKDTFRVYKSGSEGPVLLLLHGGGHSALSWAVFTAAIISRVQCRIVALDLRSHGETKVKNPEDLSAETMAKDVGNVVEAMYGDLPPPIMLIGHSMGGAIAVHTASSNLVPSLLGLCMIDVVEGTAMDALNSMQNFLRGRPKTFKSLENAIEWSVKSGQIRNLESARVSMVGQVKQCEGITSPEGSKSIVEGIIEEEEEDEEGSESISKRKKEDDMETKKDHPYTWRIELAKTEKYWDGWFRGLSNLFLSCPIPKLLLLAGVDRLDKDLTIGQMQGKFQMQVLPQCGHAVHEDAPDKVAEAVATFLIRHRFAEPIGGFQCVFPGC
# TPT1 inh = Candida albicans TPT1 enzyme inhibitors, primary screen, biochemical, fluorescence polarization; recombinant caTPT1, FP RNA substrate dephosphorylation; inhibition, % at 5 µM; 0.81% of 300,000 active; AID 1962, 2009;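 active = inhibition above the mean of all tested compounds plus 3 SD, set per screening campaign, cut at about 24% in these data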;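 note: plate controls were DMSO alone for no effect and ferristatin control at 100 nM for full effect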
# GSTO1 counter = inhibitors of recombinant GSTO1, primary screen, counter-screen for RBBP9 inhibitor project, biochemical, fluorescence polarization; Glutathione S-transferase omega-1 (Homo sapiens), P78417; activity-based probe fluorescence polarization; inhibition, % at 5.96 µM; 1.1% of 300,000 active;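 active = inhibition above the campaign mean inhibition plus 3 SD, cut at about 35% in these data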;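 note: 0% = GSTO1-1 with DMSO and 100% = wells lacking GSTO1-1 enzyme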
# Target sequence (P78417 whole entry, looked up): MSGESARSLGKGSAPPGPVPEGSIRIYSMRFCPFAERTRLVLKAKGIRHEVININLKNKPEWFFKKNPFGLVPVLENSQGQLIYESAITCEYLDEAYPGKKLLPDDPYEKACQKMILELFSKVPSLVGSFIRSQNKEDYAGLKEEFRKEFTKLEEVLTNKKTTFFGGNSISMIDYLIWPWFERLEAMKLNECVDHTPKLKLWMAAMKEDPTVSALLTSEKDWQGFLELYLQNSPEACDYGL
# MEX-5 binding = MEX-5 zinc finger RNA-binding disruptors – biochemical, C. elegans, fluorescence polarization, MLPCN library, primary screen. Zinc finger protein mex-5 (Caenorhabditis elegans), Q9XUB2. MEX-5/FITC-TCR2 RNA binding; stronger effect = lower value. activity score (negative = inhibition of binding), % at 10 µM. 0.38% of 300,000 active;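 active = inhibition past about -25% in most replicates, and total fluorescence under double the plate's negative control median, limit read from the data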;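 note: 0% = DMSO and -100% = 5 µM competing unlabeled TCR2 RNA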
# MCL1-BIM inh = inhibitors of MCL1 binding to BIM-BH3, primary screen, biochemical, fluorescence polarization | AID 2057, 2009 | 0.68% of 320,000 active | inhibition, % at 10.9 µM | GST-MCL1 / FITC-Bim-BH3 fluorescence polarization;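 active = inhibition above the mean inhibition of all tested compounds plus 3 SD, set per campaign, cut at about 40% in these data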;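 note: 0% = DMSO wells and 100% = unlabeled Bim-BH3 peptide control; higher means more loss of mP so more displacement of Bim peptide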
# * = called active by the depositor; x = no result given. Some of the compounds tested; rates above refer to the full screens.
compound,Fam108B inh,PAD4 FP inh,Bcl-xL primary,GLD-1 RNA inh,PME-1 inh,TPT1 inh,GSTO1 counter,MEX-5 binding,MCL1-BIM inh
Cc1ccc(NC(=O)COC(=O)c2cccc(OC(F)F)c2)cc1S(=O)(=O)N1CCCCC1,x,-2,-2,2,-77,x,x,x,-4
COc1ccccc1NC(=O)CN1CCN(c2ccccc2OC)CC1,3,-5,7,6,-4,-2,3,-0.1,5
CC(=O)C1=C(C)NC(=O)NC1c1cccs1 (configuration not stated),-5,3,2,-2,-2,-1,6,1.4,8
CC1=C(C(=O)N2CCOCC2)C(c2cccc(C)c2)NC(=S)N1 (configuration not stated),7,-1,6,4,2,1,4,1.8,9
COC(=O)c1ccc(C2/C(=C(\O)c3cccc(OC)c3)C(=O)C(=O)N2CCCN2CCOCC2)cc1 (configuration not stated),7,-7,5,10,2,-1,3,-2.0,5
CCn1nc(C(=O)OCC(=O)NCCN2C(=O)CSC2=O)c2ccccc2c1=O,-3,-1,5,4,-1,3,0,1.2,2
CCOc1ccc(C(=O)Nc2nc3ccccc3[nH]2)cc1OCC,2,-4,20,14,3,0,6,-2.2,5
CC(=O)c1ccc(OCC(=O)N(C2CCCCC2)C2CCS(=O)(=O)C2)cc1 (configuration not stated),-4,0,-8,-5,-3,-1,7,-2.8,-12
COCCNC(=O)CNS(=O)(=O)c1ccc2nc(C)sc2c1,-4,-3,3,8,-7,1,0,-4.0,6
Cc1ccc(/C=N/n2c(-c3ccccn3)n[nH]c2=S)o1,0,-1,5,5,3,-2,-1,1.1,4
CCc1c(C)nc2ncnn2c1NCCc1ccc(OC)cc1,2,-2,6,9,2,-2,-3,6.2,-3
O=C(c1cccs1)N1CCN(CCc2ccccc2)CC1,-4,-6,5,2,-8,-2,2,-5.1,0
Cc1cc(=O)n2[nH]c(COc3ccccc3)nc2n1,1,0,6,-3,6,-1,6,0.3,-2
Cc1ccc(C(=O)NCCc2nnc3ccc(SCC(=O)Nc4ccccc4F)nn23)cc1,7,-3,-4,-2,3,1,-1,0.7,-2
COc1cc(/C=N/NC(=O)c2ccc3c(c2)OCCO3)cc(Br)c1O,2,-5,1,12,3,-3,8,-0.4,6
Cc1cc2nccc(-c3ccc(F)cc3)n2n1,-1,3,2,1,4,0,3,0.2,-6
Cc1cnc(NC(=O)C2COc3ccccc3O2)s1 (configuration not stated),2,-2,3,6,1,0,-10,1.4,11
Cc1c(NC(=O)CC(C)C)c(=O)n(-c2ccccc2)n1C,6,-3,6,-1,2,-3,5,0.8,9
Cc1nn(C)c(Cl)c1CN1CCN(C2CCCCC2)C(CCO)C1 (configuration not stated),0,2,3,-1,1,-1,7,1.5,-2
COc1ccccc1N(CC(O)CN1C(=O)NC(C)(C)C1=O)S(=O)(=O)c1ccc(C)cc1 (configuration not stated),-1,-2,6,7,2,-5,5,-2.2,4
O=C(NNc1c2ccccc2nc2ccccc12)c1cc2ccccc2cc1O,72*,5,12,8,77*,26*,19,-1.7,4
COC(=O)Nc1ccc(=O)n(Cc2c(Cl)cccc2Cl)c1,4,-4,6,2,16,-3,-9,-0.4,5
Cn1c(N)c(C(=O)COC(=O)CCC(=O)c2ccc(F)cc2)c(=O)n(C)c1=O,-1,-3,3,-6,-7,2,-5,0.1,5
O=C(CSc1nnc(CNC(=O)c2ccccc2F)o1)NCc1ccccc1,1,2,0,4,3,1,7,0.3,-7
Cc1cc(=O)n2c(n1)NC(Nc1cccc(C)c1C)=NC2c1ccccc1 (configuration not stated),-2,0,2,9,-1,0,7,1.8,3
Cn1c(=O)c(C(=O)NCC2CCCO2)c(O)c2ccccc21 (configuration not stated),-2,-5,1,0,-9,3,-7,x,1
CCC(C)NC(=O)C1CCCN(c2nc(C)cc(OC)n2)C1 (configuration not stated),4,2,-2,4,-2,-5,-3,-0.1,2
COC(=O)c1ccc(CN2CCN(Cc3ccc(F)cc3)C(CCO)C2)cc1 (configuration not stated),-6,1,0,6,3,3,2,1.1,-3
COc1ccc(/C=C2\C(=O)N(Cc3ccc(F)cc3)CC(=O)N2Cc2ccccc2)cc1,-6,-2,5,3,1,-3,0,-0.1,8
COc1cc(OC)cc(C(=O)OCC(=O)Nc2cccc(C(C)=O)c2)c1,-2,0,3,4,-6,0,-4,-4.3,-2
CCOc1ccc(/C=N/NC(=O)c2c(C)n(C)c3ccc(OC)cc23)cc1,0,-6,-9,-8,2,12,2,0.5,-11
O=C(NC(=S)Nc1ccccc1N1CCCC1)c1ccco1,2,1,27,27,-3,-23,28,0.4,18
O=C(COC(=O)CNC(=O)c1cccc(OC(F)F)c1)NNC(=O)c1ccccc1,x,-1,4,1,2,x,x,x,9
N#CCCN(C(=O)CSc1ncccn1)c1ccc2c(c1)OCCO2,x,-4,-1,7,0,x,x,x,-4
Clc1cc2c(c(CSc3nc4ccccc4n4cccc34)c1)OCOC2,1,-2,-2,-2,-4,-1,0,-2.1,0
CCCCc1nnc(NC(=O)C(=O)OCC)s1,2,7,1,4,4,-2,3,1.1,-2
CCOC(=O)C1=C(N)OC2=C(C(=O)CCC2)C1c1sccc1C (configuration not stated),-1,-5,-2,4,-6,-2,6,0.4,6
Cc1cccc(C)c1NC(=O)COC(=O)c1ccc2c(c1)OCO2,3,-6,1,0,-2,2,1,0.9,-1
N#CCCN(C(=O)COC(=O)c1ccc2c(c1)OCO2)c1ccccc1,x,-3,4,1,4,x,x,x,-3
CCOC(=O)c1[nH]cnc1C(=O)Nc1cccc(OC)c1,-2,-11,1,6,-7,1,-7,0.0,0
COC(=O)c1cc(NC(=O)Cc2coc3cc(OC)ccc23)cc(C(=O)OC)c1,-7,-3,4,3,-32,-2,-6,-2.8,6
O=C(CCc1nnc(-c2ccc3c(c2)OCO3)o1)N1CCC(c2ccc(F)cc2)C1 (configuration not stated),-7,1,1,-1,-2,1,0,1.3,-1
COc1nn(-c2ccccc2)c(=O)c(Cl)c1Cl,-1,4,0,-13,-3,3,8,-2.3,-5
COc1ccc(-n2c(=O)c3c4c(sc3n3c(=S)[nH]nc23)COC(C(C)C)C4)cc1 (configuration not stated),4,-4,-34,2,2,1,-8,-0.1,-40
O=C1CCc2cc(NS(=O)(=O)c3ccccc3)cc3c2N1CCC3,1,-2,3,-3,-3,2,6,-1.8,-1
COC(=O)CN(c1cccc(OC)c1)S(C)(=O)=O,3,-1,1,8,1,-1,2,1.1,1
COc1ccc(N2CC(C(=O)Nc3ccc(S(=O)(=O)N4CCCCC4)cc3)CC2=O)cc1 (configuration not stated),-2,-1,-3,-3,-4,-1,3,1.0,-16
O=C(NC(=S)NCC1CCCO1)c1ccc(Cl)cc1 (configuration not stated),-1,2,3,1,-6,-1,2,-0.2,11
COc1ccc(NC(=O)C2CC(=O)N(Cc3ccco3)C2)cc1Cl (configuration not stated),x,-3,1,-1,-1,x,x,x,1
CN(C)S(=O)(=O)Oc1cccc(C(=O)Nc2ccc([N+](=O)[O-])cc2)c1,1,1,-1,5,-3,-4,-1,-0.7,6
Cc1ccc(C(=O)Nn2cnc3ccccc3c2=O)cc1C,-1,0,-1,4,-5,-4,-1,-2.5,0
Cc1ccc(C)c(-n2nnnc2SCC(=O)NCC2CCCO2)c1 (configuration not stated),x,0,0,2,-6,x,x,x,2
Cc1cc(C)c2nncn2n1,-1,-4,-5,5,-1,1,9,0.7,-4
CC1CCCCN1CCCn1c(=S)[nH]c2ccccc2c1=O (configuration not stated),6,0,4,-11,-5,5,-4,-0.4,6
COc1ccccc1OCCCCn1c(C(C)O)nc2ccccc21 (configuration not stated),0,3,-1,8,-3,1,0,1.1,-5
O=C(c1ccccc1)c1ccccn1,3,3,4,0,-6,1,0,-0.2,-5
O=C(CCCCCn1c(SCC(=O)c2ccccc2)nc2ccccc2c1=O)NCc1ccco1,-7,-1,1,-2,-7,3,-2,-0.2,0
Cc1noc(NS(=O)(=O)c2ccc(NC(=O)c3ccc(OC(C)C)cc3)cc2)c1C,0,-2,1,0,-7,3,1,-2.5,1
O=C(COC(=O)c1ccccc1NC(=O)c1ccco1)NC1CCS(=O)(=O)C1 (configuration not stated),3,-3,-8,6,1,1,3,-1.2,-4
COc1ccc(C(=O)C(CCC(CNC(C)(C)C)C(=O)c2ccc(OC)cc2)CNC(C)(C)C)cc1 (configuration not stated),0,2,4,2,4,0,-11,-0.2,2

# Other compounds.
compound,Fam108B inh,PAD4 FP inh,Bcl-xL primary,GLD-1 RNA inh,PME-1 inh,TPT1 inh,GSTO1 counter,MEX-5 binding,MCL1-BIM inh
Cc1ccc(NC(=O)COC(=O)c2cccnc2Cl)cc1S(=O)(=O)N1CCCCC1,1,0,-1,0,11,-4,8,1.9,2
CCn1c(SCC(=O)NC2CCCCC2)nnc1-c1ccco1,0,-1,0,7,-1,1,5,1.1,3
O=C(C1CCN(S(=O)(=O)c2cccc3cccnc23)CC1)N1CCCC1,-2,0,1,1,-2,-2,-2,-0.3,2
CC(=O)c1ccccc1OCc1ccc(S(=O)(=O)Cc2ccccc2)cc1,2,-2,6,9,1,-2,10,0.4,4
COc1ccc(C(=O)NCC(c2ccco2)N(C)C)cc1S(=O)(=O)NCc1ccc(Cl)cc1 (configuration not stated),x,0,2,3,-8,x,x,x,5
Cc1cccc(C(=O)N2CCC(n3nnc4cc(F)ccc43)CC2)c1,0,-2,7,2,-2,1,-1,0.9,2
O=C(NCc1cccs1)c1cc(-c2ccccc2)nn1CC1CC(c2cccc([N+](=O)[O-])c2)=NO1 (configuration not stated),2,-5,2,0,-2,0,0,0.9,-3
Cc1nc2ccccc2n1/C(=N\S(=O)(=O)c1ccccc1)c1ccccc1,0,-2,4,7,-3,0,-1,-0.1,1
O=[N+]([O-])c1ccc(/C=N/N2CCN(c3ccncc3S(=O)(=O)N3CCCCC3)CC2)cc1,-1,-4,-4,3,-5,6,-4,-1.3,-15
COc1cc2[nH]c(=O)c(C(=O)NCCCN3CCOCC3)c(O)c2cc1OC,-2,5,2,6,0,-2,3,3.3,0
CC1=C(CC(=O)O)c2cc(F)ccc2/C1=C/c1ccc(S(C)=O)cc1 (configuration not stated),-2,0,12,3,-6,-2,6,-6.2,13
COc1ccc(-c2nc(-c3cccs3)no2)cc1,4,-4,5,6,-3,2,1,0.3,1
CC(=O)Nc1ccc(S(=O)(=O)NC2(C(F)(F)F)NC(=O)N(c3ccccc3F)C2=O)cc1 (configuration not stated),-4,-4,-2,-1,-3,2,2,-1.4,1
CCCCn1c(O)c(/C=C/C=C/C=Nc2ccccc2)sc1=S,-29,-24,3,-1,-19,44*,-45,-2.3,9
